RORgamma inh: qHTS for inhibitors of ROR gamma transcriptional activity; actives 5.4% (n = 310,000); Drosophila S2 Gal4-RORgamma UAS-luciferase reporter, 20 h; Potency, µM (doses to about 53.6 µM), for inactives: at the highest dose activity change, negative = inhibition, hits mostly inhibitors; Nuclear receptor ROR-gamma (Mus musculus), P51450; further: potency means the concentration at half of the fitted maximal effect; on the % scale 0 is the no-effect control and ±100 the full control effect; nearly all actives have a fitted effect of over 60% in size
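Luminescence from a UAS-regulated Photinus luciferase reporter in stably transfected Drosophila Schneider cells is measured; decreased signal marks ROR gamma inhibition. Fusion expression is induced by 700 uM copper sulfate for 20 hr.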
Mito fusion act: qHTS Assay for Small Molecule Inhibitors of Mitochondrial Division or Activators of Mitochondrial Fusion; S. cerevisiae fusion-defective mutant growth rescue, CellTiterGlo 48 h; Potency, µM (titrated, usually from 46.1 µM), for the others: at the highest dose growth rescue (activation), most hits filed as activators; actives 0.23% (n = 320,000); AID 485298, 2010;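 further: potency means the concentration at half of the fitted maximal effect; % of control where 0% means no effect; nearly all actives have a fitted effect of over 45% in size; temperature-sensitive fusion mutants such as fzo1-1 at 37 °C on non-fermentable ethanol glycerol medium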
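Yeast fusion mutant, YPEG (non-fermentable carbon), compound, 48 h at 37C non-permissive; CellTiterGlo added, 10 min RT, luminescence read. Rescued growth = division inhibition.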
MBNL1-CUG inh: qHTS Assay for Inhibitors of MBNL1-poly(CUG) RNA binding; actives 0.036% (n = 280,000); Muscleblind-like protein 1 (Homo sapiens), Q9NR56; Potency, µM (doses to about 57.5 µM), for the others: at the highest dose activity change, negative = inhibition, actives largely listed as inhibitors; TR-FRET MBNL1-His/biotin-(CUG)12 binding, 665/545 ratio; active means well fitted inhibition curve with a large enough effect in the signal ratio, with a control signal flat, not every such curve was filed as active; inconclusive means small, poorly fitted or top-dose-only effect, or effect the other way, or a change in a side signal; inactive means no such curve, though single readings can be large or run the other way; the % refers to the signal ratio; further: potency means the concentration at half of the fitted maximal effect; on the % scale 0 is the no-effect control and ±100 the full control effect
Target sequence (Q9NR56 whole entry, looked up): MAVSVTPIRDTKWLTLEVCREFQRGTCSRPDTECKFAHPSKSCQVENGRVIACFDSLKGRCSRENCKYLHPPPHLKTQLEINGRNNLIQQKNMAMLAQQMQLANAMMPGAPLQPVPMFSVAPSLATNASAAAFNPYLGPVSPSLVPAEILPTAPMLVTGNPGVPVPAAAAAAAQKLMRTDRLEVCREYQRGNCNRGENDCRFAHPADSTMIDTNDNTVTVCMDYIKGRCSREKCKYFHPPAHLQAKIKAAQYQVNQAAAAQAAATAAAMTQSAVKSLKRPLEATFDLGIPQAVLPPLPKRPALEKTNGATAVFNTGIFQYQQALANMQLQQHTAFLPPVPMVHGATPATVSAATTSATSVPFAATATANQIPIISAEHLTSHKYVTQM
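Inhibition of protein-RNA binding appears as loss of TR-FRET between terbium anti-His antibody on MBNL1-His and streptavidin-XL665 on biotin-(CUG)12. Activity is normalized to buffer-only and uninhibited-complex controls.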
Menin-MLL TR inh: qHTS Assay for Inhibitors Targeting the Menin-MLL Interaction in MLL Related Leukemias: Competition With Texas Red Labeled MLL-derived Mutant Peptide | Menin + Texas Red MLL mutant peptide, fluorescence polarization | Potency, µM (highest dose often 61.6 µM), inactives show at the highest dose FP activity change, negative = inhibition, most hits filed as inhibitors | actives 0.23% (n = 270,000); active means well fitted inhibition curve with a large enough effect in the polarisation, with a control signal flat, not every such curve was filed as active; inconclusive means small, poorly fitted or top-dose-only effect, or effect the other way, or a change in a side signal; inactive means no such curve, though single readings can be large or run the other way; the % refers to the polarisation; further: potency means the concentration at half of the fitted maximal effect; % of control where 0% means no effect; many of its hits are not listed in these tables
FLuc modulator: qHTS profiling assay for firefly luciferase inhibitor/activator using purifed enzyme and Km concentrations of substrates (counterscreen for miR-21 project) | actives 6.9% (n = 360,000) | Luciferin 4-monooxygenase (Photinus pyralis), P08659 | AID 588342, 2011 | Potency, µM (series often up to 57.5 µM), inactives show top-dose activity change, negative = inhibition, most hits filed as inhibitors | purified FLuc, Km substrates, luminescence inhibition;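 further: potency means the concentration at half of the fitted maximal effect; plate controls were vehicle for no effect and reference inhibitor for full effect; nearly all actives have a fitted effect of over 55% in size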
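Biochemical qHTS of compounds, final roughly 60 µM downward over six points, against 10 nM purified firefly luciferase using Km concentrations of substrates (10 uM D-luciferin, 10 uM ATP) in Tris acetate pH 7.5 buffer; luminescence output.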
PKM2 act: qHTS Assay for Activators of Human Muscle isoform 2 Pyruvate Kinase. actives 0.34% (n = 260,000). Potency, µM (titrated, usually from 57.5 µM), for the others: at the top dose activation, hits mostly activators. purified PKM2, Kinase-Glo ATP luminescence, activation; response scale: 0% is enzyme alone, no compound; further: potency means the concentration at half of the fitted maximal effect; on the % scale 0 is the no-effect control and ±100 the full control effect; nearly all actives have a fitted effect of over 55% in size
Target sequence (P14618 whole entry, looked up, canonical isoform): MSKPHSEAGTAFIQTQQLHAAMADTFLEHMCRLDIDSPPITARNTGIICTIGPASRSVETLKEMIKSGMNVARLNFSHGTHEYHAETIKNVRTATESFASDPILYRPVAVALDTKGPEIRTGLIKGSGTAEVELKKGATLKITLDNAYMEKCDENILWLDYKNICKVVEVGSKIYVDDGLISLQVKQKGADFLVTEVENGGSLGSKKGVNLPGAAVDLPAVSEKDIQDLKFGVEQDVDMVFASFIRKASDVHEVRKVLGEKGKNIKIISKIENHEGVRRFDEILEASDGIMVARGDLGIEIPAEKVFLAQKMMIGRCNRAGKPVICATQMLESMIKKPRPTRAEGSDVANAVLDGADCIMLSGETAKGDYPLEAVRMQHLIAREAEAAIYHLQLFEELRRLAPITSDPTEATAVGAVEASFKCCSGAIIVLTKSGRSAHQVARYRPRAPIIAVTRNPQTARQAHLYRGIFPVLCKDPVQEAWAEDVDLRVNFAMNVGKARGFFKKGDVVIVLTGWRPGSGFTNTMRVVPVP
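ATP formation by purified human PK-M2, quantified via coupled luciferase luminescence after 1 h at room temperature with 0.1 mM ADP and 0.5 mM PEP final.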
ELG1 DNA repair: qHTS screen for small molecules that inhibit ELG1-dependent DNA repair in human embryonic kidney (HEK293T) cells expressing luciferase-tagged ELG1. HEK293T ELG1-luciferase reporter, luminescence, 16 h; DNA damage induced by 5-fluorouridine. Potency, µM (doses to about 46.1 µM), inactives show at the highest dose activity change, negative = inhibition, hits mostly inhibitors. actives 2.3% (n = 330,000); further: potency means the concentration at half of the fitted maximal effect; on the % scale 0 is the no-effect control and ±100 the full control effect; nearly all actives have a fitted effect of over 55% in size
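5-Fluorouridine DNA damage + compound/DMSO, 2,000 cells/well, 16 h, 37 °C/5% CO2. ONE-Glo, 30 min RT, luminescence. Readout = decrease in reporter signal.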
VP16 counter: VP16 counterscreen qHTS for inhibitors of ROR gamma transcriptional activity; Potency, µM (highest dose often 53.6 µM), for inactives: top-dose activity, negative = inhibition, most hits filed as inhibitors; actives 3.5% (n = 310,000); AID 2546, 2010; Drosophila S2 Gal4-VP16 UAS-luciferase, luminescence, 20 h;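 further: Gal4-VP16 expression switched on by copper sulfate through the metallothionein promoter; potency means the concentration at half of the fitted maximal effect; on the % scale 0 is the no-effect control and ±100 the full control effect; nearly all actives have a fitted effect of over 50% in size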
Rab9 prom act: qHTS Assay for Rab9 Promoter Activators. Huh7 Rab9 promoter-luciferase reporter, luminescence, 24 h. Potency, µM (series often up to 9.22 µM), inactives show top-dose activation, negative = inhibition, hits mostly activators. actives 2.8% (n = 320,000). AID 485297, 2010; further: potency means the concentration at half of the fitted maximal effect; % of control where 0% means no effect; nearly all actives have a fitted effect of over 60% in size
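Huh7 reporter line, Rab9 promoter upstream of luciferase. Compound exposure 24 h at 37 °C in reduced-serum medium with 10% FBS. Read-out: luminescence.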
KCNH2 3.1 inh: qHTS for Inhibitors of KCHN2 3.1: Mutant qHTS | Potassium voltage-gated channel subfamily H member 2, brain isoform KCNH2 3.1 (human) | U2OS KCNH2 3.1, thallium flux FluxOr; active compounds read low | activity change, % (tested at about 1.8 µM) | actives 0.95% (n = 340,000) | AID 720553, 2013;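 active means maximum activity change below -70%; inconclusive means maximum activity change from -70% to -50%; inactive means maximum activity change above -50%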;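 further: thallium influx rate constant from kinetic fluorescence after stimulation buffer; on the % scale 0 is the no-effect control and ±100 the full control effect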
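U2OS cells transduced with KCNH2 3.1 mutant virus (1.77 x 10^8 /mL, 4 h), plated overnight at 37 C, loaded 45 min with FluxOr dye plus Red40 quencher. Thallium flux rate constant from kinetic reads after stimulation buffer, normalised to controls.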
NPC1 prom act: qHTS Assay for NPC1 Promoter Activators. Huh7 NPC1 promoter luciferase reporter, 24 h. Potency, µM (doses to about 9.22 µM), for the others: at the top dose activation, actives largely listed as activators. AID 485313, 2010. actives 2.4% (n = 320,000);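 further: potency means the concentration at half of the fitted maximal effect; % of control where 0% means no effect; nearly all actives have a fitted effect of over 60% in size; reporter is driven by a mutant NPC1 promoter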
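Huh7 reporter cells (NPC1 promoter driving luciferase) are dosed with compound for 24 h at 37 °C, 5% CO2; luciferase detection reagent is then added and luminescence measured after 10 min at ambient temperature.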
Active calls of the source: *; ? = inconclusive; . = no result given; [ ] = another dose, or the depositor's remark. Unless noted, the call rests on the fitted dose curve; in most records, active means well fitted curve in the direction sought with a large enough effect; inconclusive means small, poorly fitted or top-dose-only effect, or another doubt; inactive means no such curve, though single readings can be large; an effect the other way counts as inactive or inconclusive. These rows are one share of the data (hit frequency here may not be typical).

SMILES	RORgamma inh	Mito fusion act	MBNL1-CUG inh	Menin-MLL TR inh	FLuc modulator	PKM2 act	ELG1 DNA repair	VP16 counter	Rab9 prom act	KCNH2 3.1 inh	NPC1 prom act
Cc1ccc(Oc2nc3c(c(=O)n(Cc4ccccc4F)c(=O)n3C)n2C)cc1	119%	-5%	2%	2%	-2%	-2%	18µM*	-14%	-4%	7	-2%
O=C(CSc1nc(-c2cccs2)cc(C(F)(F)F)n1)NCCCN1CCOCC1	1%	-10%	8%	6%	-14%	3%	-6%	5%	-3%	13	0%
CC(=O)Nc1cccc(C(=O)N2CCC(n3nccc3NC(=O)CC(C)C)CC2)c1	-9%	0%	-3%	.	4%	.	22%	2%	-2%	6	0%
N#CC1=C2SCN(Cc3ccco3)CN2C(=O)CC1c1ccc(Cl)cc1 (stereo unspecified)	?	17%	4%	?	-5%	0%	0%	?	4%	-6	-6%
Cc1ccc(/C=C/C(=O)c2nc3ccccc3[nH]2)cc1	6.3µM*	2%	6%	75%[activator]	0.76µM*	-21%	?	?	11%	-6	0%
CCN(CC(=O)Nc1cc(S(=O)(=O)N2CCCCC2)ccc1C)Cc1ccccc1	.	-15%	.	.	5%	.	-3%	.	-6%	-9	-1%
S=C1COC(c2ccccc2)N1c1ccccc1 (stereo unspecified)	?	0%	4%	3%	-10%	4%	17%	7%	1%	10	-3%
Cc1ccc(OCCCC(=O)Nc2nnc(C3CCCO3)s2)c(C)c1 (stereo unspecified)	18%	6%	0%	-20%	4%	-5%	1%	-12%	-6%	19	-2%
CCn1c(SCC(=O)Nc2nnc(C)s2)nnc1-c1ccncc1	-27%	-8%	-7%	15%	2%	7%	7%	-6%[0.365 µM]	-5%	6	-2%
Cc1cccc(NC(=O)CC(=O)Nc2cccc(C)c2)c1	18%	0%	-6%	0%	-5%	.	1%	-7%	1%	-6	0%
Cc1ccc(S(=O)(=O)N2CCN(S(C)(=O)=O)C2)cc1	0%	3%	1%	7%	6%	-1%	4%	-7%	-2%	13	-4%
COC(=O)c1ccccc1NC(=O)CSc1nc2c(c(=O)[nH]1)CCC2	-16%	3%	0%	8%	2%	.	?	21%	-3%	36	-2%
O=C(O)CCCC(=O)N1CCOCCOCCOCCOCC1	-4%	-8%	-2%	5%	-1%	.	-3%	-1%	-1%[1.84 µM]	2	-13%
O=C(O)c1ccc(C(=O)Nc2cccc(NC(=O)C3CCCO3)c2)cc1 (stereo unspecified)	?	-1%	0%	-12%	-9%	-7%	-1%	0%	1%	-15	-1%
CCOc1ccccc1C1C(C(N)=O)=C(C)Nc2nc(-c3ccc(OC)cc3)nn21 (stereo unspecified)	6%	2%	-8%	3%	-9%	-4%	1%	-5%	10%	3	7%
Cc1ccc(CN2CCN(/N=C/c3ccc(C(=O)O)cc3)CC2)cc1	-1%	-6%	9%	20%	-7%	-19%	24%	6%	4%	0	-1%
CCOC(=O)c1cc(-c2csc(-c3ccc(C(C)(C)C)cc3)n2)on1	19%	-7%	.	.	-14%	-2%	?	-20%	12%	-10	4%
COc1ccc(-c2cn(-c3ccc(C)cc3C)c(=O)[nH]2)cc1OC	36%	-21%	6%	1%	-1%	6%	?	-8%	4%	6	-9%
COc1ccc(OC)c(S(=O)(=O)N2CCCC(C(=O)NCc3ccccn3)C2)c1 (stereo unspecified)	-13%	2%	0%	-15%	-1%	2%	8%	4%	3%	7	-3%
CCC(c1nc2ccccc2c(=O)n1-c1nc2ccccc2s1)N1C(=O)c2ccccc2C1=O (stereo unspecified)	-9%	20%	-2%	-6%	4%	-2%	1%	?	-3%	-9	0%
O=C(COc1ccc2ccccc2c1)NC1=NCCS1	-33%	-1%	2%	.	4.8µM*	-14%	0%	7%	?	-2	4.5µM*
O=C(CSc1nc2ccccc2c(=O)[nH]1)N1CCOCC1	32%	-4%	-2%	12%	0%	5%	2%	11%	-6%	26	0%
CC(C)(C)NC(=O)NC(=O)COc1ccccc1C#N	-23%	3%	-4%	-27%	8.5µM*	-14%	?	?	1.6µM*	-1	4µM*
O=C(OCc1ccc(C(=O)c2ccccc2)cc1)c1cccc(-c2nnc(-c3ccccc3)o2)c1	2%	-2%	-9%	2%	11µM*	-5%	-25%	-25%	1.1µM*	-5	?
O=C(CSc1nc2ccccc2o1)NCC1CCCO1 (stereo unspecified)	.	1%	.	.	0%	.	2%	.	2%	13	-5%
SMILES	RORgamma inh	Mito fusion act	MBNL1-CUG inh	Menin-MLL TR inh	FLuc modulator	PKM2 act	ELG1 DNA repair	VP16 counter	Rab9 prom act	KCNH2 3.1 inh	NPC1 prom act
COc1ccc(CCNC(=O)CN(C2CCCCC2)S(C)(=O)=O)cc1OC	-24%	12%	-12%	1%	-5%	-17%	4%	-9%	-6%	-8	1%
CN(C)S(=O)(=O)c1ccc(C(=O)NCC[N+]2(C)CCCCCC2)o1	16%	0%	2%	-4%	-1%	1%	0%	-1%	5%	8	-4%
CC(C)C1NC(=S)N(C2CCCCC2)C1=O (stereo unspecified)	6.3µM*	-3%	-10%	2%	-1%	-1%	-1%	?	-9%	-3	-1%
CCN1CCN(C(=S)c2ccc(OCC(=O)N3CCOCC3)cc2)CC1	-14%	-2%	-10%	3%	8%	6%	4%	7%	4%	9	2%
COc1ccc(-c2nc(-c3ccccn3)no2)cc1	0.56µM*	-18%	4%	-12%	0.095µM*	-84%	?	0.32µM*	0.04µM*	2	0.1µM*
O=C(O)CCCCCn1c(SCc2cc(=O)n3ccccc3n2)nc2ccsc2c1=O	16%	4%	?	-22%	0%	-14%	-30%	-7%	-8%	8	-4%
Cc1cc(/C=C(\C#N)C(=O)NCc2ccccc2)cc(C)c1O	-22%	2%	6%	.	6%	.	-2%	-2%	-3%	-1	-5%
CCC(=O)Nc1ccccc1C(=O)OC(c1ccccc1)c1ccccc1	0%	10%	.	-7%	0%	-2%	19%	-12%	-4%	-8	-9%
Cc1ccc(CN2C(=O)CSc3ccc(C(=O)NC4CC4)cc32)cc1	17%	13%	-3%	13%	-2%	.	6%	17%	-1%	17	-41%[inhibitor]
N#CC1=C(N)C(C#N)(C#N)C2(CCC3(CC2)OCCO3)C2CC3(CC=C12)OCCO3 (stereo unspecified)	-4%	1%	12%	4%	-1%	2%	-21%	2%	1%	8	3%
CCN(CC)S(=O)(=O)c1ccc(/C=C/C(=O)OCC(=O)NNC(=O)c2ccc(OC)cc2)cc1	.	1%	.	.	-8%	.	7%	.	0%	1	-11%
O=C(O)C1CCCCC1C(=O)NCCC(c1ccccc1)c1ccccc1 (stereo unspecified)	12%	-2%	-24%	-18%	2%	-1%	-4%	7%	2%	-17	9%
Cc1cc2c(cc1C)CSC(c1c(O)ccc3ccccc13)SC2	?	0%	-1%	?	1%	-1%	?	?	-5%	-13	-3%
Cc1ccc(-c2nc3ccccc3s2)cc1S(=O)(=O)N1CCOCC1	6%	-2%	19%	9%	?	0%	?	13%	16%	11	7%

Looked up by structure from the list above (two):
SMILES	RORgamma inh	Mito fusion act	MBNL1-CUG inh	Menin-MLL TR inh	FLuc modulator	PKM2 act	ELG1 DNA repair	VP16 counter	Rab9 prom act	KCNH2 3.1 inh	NPC1 prom act
Cc1ccc(-c2nc3ccccc3s2)cc1S(=O)(=O)N1CCOCC1	6%	-2%	19%	9%	?	0%	?	13%	16%	11	7%
CCN(CC)S(=O)(=O)c1ccc(/C=C/C(=O)OCC(=O)NNC(=O)c2ccc(OC)cc2)cc1	.	1%	.	.	-8%	.	7%	.	0%	1	-11%

Assay outcomes: PubChem, National Center for Advancing Translational Sciences (NCATS)
